SMARCA2 activ: activators of SMARCA2 function. MG213 cells, MMTV-luciferase reporter, dexamethasone, overnight. activation, % at 9.1 µM. 370,000 tested, 1% active. AID 652017; in the data active means activation above about 7.8%;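 further: 0% = vehicle wells and 100% = reference activator wells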
HTRA1 inh: inhibitors of human serine peptidase HTRA1 | 340,000 tested, 0.5% active | Q92743 | AID 504803 | recombinant HTRA1, FP-rhodamine activity-based probe, fluorescence polarization | inhibition, % at 5.96 µM; in the data active means inhibition above about 36%;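 further: 0% = enzyme with DMSO and 100% = wells lacking enzyme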
PG9 binder: binds the HIV-1 gp120 antibody PG9. TR-FRET gp120-PG9 antibody binding. 360,000 tested, 0.43% active. inhibition, % at 6.7 µM; in the data active means inhibition above about 8.5%
GC-A act: GC-A (human) enzyme activation. activation, % at 10 µM. P16066. HEK293 GC-A cells, cGMP TR-FRET, EC30 ANP; 0% at EC30 ANP, 100% saturating ANP. 370,000 tested, 0.14% active; in the data active means activation above about 40%
ARFGAP1 inhibitor: inhibitors of rat ARFGAP1; Q62848; Arfgap1-stimulated ARF1 GTP hydrolysis, GDP FP detection; inhibition, % at 16.5 µM; 360,000 tested, 0.26% active;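 active means inhibition above a per-plate limit, mean inhibition of low control wells plus 3 SD, cut at about 25% in these data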;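 further: 0% = DMSO wells with enzyme and 100% = wells lacking Arfgap1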
Target sequence (Q62848 1-136 limits assumed): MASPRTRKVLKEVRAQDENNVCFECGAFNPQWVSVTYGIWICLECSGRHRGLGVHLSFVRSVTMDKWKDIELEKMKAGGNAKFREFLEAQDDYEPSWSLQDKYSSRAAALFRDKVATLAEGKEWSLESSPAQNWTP
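material = rat Arfgap1 catalytic domain, aa 1-136 | also added = human ARF1(Δ1-17)-GTP substrate | compound dosing = one concentration, 16.5 µM, DMSO 1.26% | times = GTP hydrolysis reaction 2 h at 25 °C | measured by = FP, GDP Alexa 633 tracer displaced from anti-GDP antibody, 620/688 nm | evaluation = percent inhibition of Arfgap1-stimulated GTP hydrolysis | replication = single well per compound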
GC-B act: GC-B (human) receptor activation; P20594; HEK293-GC-B cells, CNP EC30, cGMP TR-FRET; 0% at EC30 CNP, 100% saturating CNP; activation, % at 10 µM; 370,000 tested, 0.11% active;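 active means activation at 10 µM reaching about 35% in either raw or pattern-adjusted values, limit read from the data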
ASAP1 inh: blocks human ASAP1-stimulated Arf1 GTP hydrolysis; Q9ULH1; GDP FP detection; inhibition, % at 16.5 µM; 360,000 tested, 0.19% active; in the data active means inhibition above about 25%;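 further: 0% = vehicle with enzyme and substrate and 100% = no enzyme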
Target sequence (Q9ULH1 325-724 limits assumed): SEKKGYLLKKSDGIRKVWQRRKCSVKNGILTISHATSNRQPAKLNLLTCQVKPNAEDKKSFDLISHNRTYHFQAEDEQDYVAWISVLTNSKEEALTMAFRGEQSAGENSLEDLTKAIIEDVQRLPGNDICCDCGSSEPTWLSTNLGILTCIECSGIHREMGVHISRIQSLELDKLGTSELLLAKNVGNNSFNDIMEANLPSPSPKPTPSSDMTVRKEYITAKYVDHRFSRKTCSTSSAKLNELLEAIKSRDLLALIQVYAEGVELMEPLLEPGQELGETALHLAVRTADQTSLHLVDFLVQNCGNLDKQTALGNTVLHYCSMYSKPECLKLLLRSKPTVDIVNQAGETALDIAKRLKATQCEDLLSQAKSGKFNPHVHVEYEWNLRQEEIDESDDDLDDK
rCAG binder: molecules binding r(CAG) RNA repeats. r(CAG) RNA repeat, TO-PRO-1 dye displacement fluorescence. inhibition, % at 3 µM. 370,000 tested, 1.3% active;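 active means inhibition above the plate cutoff, the mean of all test compounds on that plate plus 3 SD, cut at about 35% in these data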;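 further: 0% = DMSO alone and 100% = 100 µM mitoxantrone as full dye displacement; higher means more dye released from RNA so lower well fluorescence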
NR1D1 modulator: Rev-erb alpha (human) modulation; Rev-erbα–FITC-DNA binding, fluorescence polarization, 90 min; AID 1259318; activity, % at 10 µM; 370,000 tested, 0.79% active;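 active means activity above about 14%, limit read from the data; passing the limit was not always enough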;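 further: 0% = DMSO wells with 35 nM protein and 100% = DMSO wells with 750 nM protein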
mABHD4 FP: ABHD4 (mouse) inhibition, primary FP screen; Q8VD66; purified mABHD4, FP-Rh probe fluorescence polarization; inhibition, % at 8.92 µM; 370,000 tested, 0.54% active; AID 720543;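 active means inhibition exceeding the mean over every tested compound plus 3 SD, cut at about 30% in these data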;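 further: 0% = plate median of compound wells and 100% = S159A mutant with DMSO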
Target sequence (Q8VD66 whole entry, looked up): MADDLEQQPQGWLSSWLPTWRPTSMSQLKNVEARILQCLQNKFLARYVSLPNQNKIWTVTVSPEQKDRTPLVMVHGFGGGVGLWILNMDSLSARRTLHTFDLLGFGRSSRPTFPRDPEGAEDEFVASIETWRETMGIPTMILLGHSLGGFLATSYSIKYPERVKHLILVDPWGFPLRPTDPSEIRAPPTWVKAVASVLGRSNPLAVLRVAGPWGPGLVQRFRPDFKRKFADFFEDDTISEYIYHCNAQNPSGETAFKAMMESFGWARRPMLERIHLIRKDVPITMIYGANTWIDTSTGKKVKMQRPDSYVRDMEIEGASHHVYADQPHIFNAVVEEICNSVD
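assay system = mABHD4 protein | compound dosing = single nominal dose of 8.92 µM, 0.89% DMSO final | read-out basis = percent inhibition of probe binding, normalized to plate controls | schedule = Enzyme–compound pre-incubation 45 min, then probe 60 min, both 25 °C | detection = fluorescence polarization, excitation 525 nm, emission 598 nm, BODIPY TMR filters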
* marks the source's active call; other numbers are inactive results; . = not tested or not shown.

SMILES	SMARCA2 activ	HTRA1 inh	PG9 binder	GC-A act	ARFGAP1 inhibitor	GC-B act	ASAP1 inh	rCAG binder	NR1D1 modulator	mABHD4 FP
CCN(CC)S(=O)(=O)c1ccc2oc(Nc3ccc(OC)cc3)nc2c1	3	-15	-1.3	-5	8	0	8	5	5	5
O=C(Nn1cnc2ccccc2c1=O)c1ccc(F)cc1Cl	2	3	1.3	1	-1	2	-9	0	-3	5
COc1ccc(CNCCCn2cnc(C(=O)Nc3ccc(C)c(C)c3)n2)cc1	0	5	1.2	5	5	-1	6	3	1	1
CN(C)c1ccc(NS(=O)(=O)c2ccc(Cl)cc2)cc1	-5	5	-3.9	-6	-2	-8	5	6	-2	10
CC(=O)Nc1ccc(C(=O)N/C(=C/c2ccccc2)C(=O)Nc2cccc(C(=O)O)c2)cc1	6	4	-2.8	3	-1	5	3	10	-4	-2
CCOc1cc(/C=N/NC(=O)C2CC2)ccc1OC(C)C	0	0	-0.5	7	-2	-2	4	-6	-2	3
CC(=O)NCCNC(=O)c1cc(-c2cccc3ccccc23)nc2ccccc12	-3	-2	0.1	-5	13	-4	13	1	9	-4
O=C(CSc1nnc(-c2ccccc2O)o1)Oc1ccc(OCc2ccccc2)cc1	1	9	8.3	33	-6	-3	-3	-2	36*	3
CCc1nc2c(OCc3ccccc3C)cccn2c1N(C)C(=O)CC(C)C	5	.	-1.3	2	6	2	1	-3	2	-2
CC(C)CN(C(=O)CSc1nnc2ccccn12)C1CCS(=O)(=O)C1 (configuration not stated)	-1	1	-1.4	0	-9	-1	-10	2	-3	0
COc1cc(C(=O)NC(C)C2CC3CCC2C3)cc(OC)c1OC (configuration not stated)	-2	2	-0.5	-2	-3	-1	-3	-10	5	3
Cc1ccc(Nc2nnc(SCC(=O)Nc3ccc(S(=O)(=O)N4CCOCC4)cc3)s2)cc1	0	-15	-0.3	-2	8	4	-7	15	3	-3
COc1cc(NC(=O)C(C)(C)C)c(C(=O)OCC(=O)Nc2cc(C)on2)cc1OC	-2	3	0.7	2	1	4	-13	0	1	0
CCOC(=O)C1=CC[C@H]2c3c(c4ccccc4n3C)C[C@H]1N2C	0	11	0.6	3	7	0	6	-8	-1	9
CN(C)C(=O)c1cc2cc(Br)ccc2s1	-3	-2	3.5	3	5	-9	-1	-5	-2	0
COc1ccc(CNC(=O)C(C)NCc2ccc(S(N)(=O)=O)cc2)cc1 (configuration not stated)	-1	8	1.5	5	3	3	-1	0	-1	2
O=C(O)C1Cc2ccccc2CN1C(=O)c1ccccc1 (configuration not stated)	1	-3	-0.2	-2	10	5	4	-1	-2	2
O=C(c1cccc(C(F)(F)F)c1)N1CCN(C2CCCCC2)CC1	3	-1	-2.3	-2	-13	1	-1	-6	-3	2
Cc1cc(=O)oc2cc(OC(C)C(=O)NCC3CCC(C(=O)O)CC3)c(Cl)cc12 (configuration not stated)	2	-1	0.3	3	6	-3	-2	1	6	3
CCCCCCCCC(c1nc2ccccc2[nH]1)N1CCN=C(c2ccccc2)C1=O (configuration not stated)	-3	.	1.4	1	1	2	6	4	-2	-6
CC(=O)N[C@@H](C)CCc1ccc(Oc2ccc(OC(C)C)nc2)cc1	.	.	.	4	.	1	.	.	-1	3
O=C(Nc1ccccc1)N1CCC(c2ccccc2)C1 (configuration not stated)	7.8*	2	0.0	1	0	3	-7	0	-1	-6
O=C(Nc1ccc2c(c1)OCCO2)c1c(Cl)cccc1Cl	-1	-3	-0.6	2	-3	4	-4	-1	-2	-2
Cc1cccc(C)c1NC(=O)COC(=O)c1cccc2c1C(=O)c1ccccc1C2=O	-1	6	-3.6	9	1	1	-9	2	1	-2
CN(NC(N)=O)c1ncc(C(F)(F)F)cc1Cl	2	-1	-0.3	-3	-2	3	2	-1	6	-2

(list continues)
SMILES	SMARCA2 activ	HTRA1 inh	PG9 binder	GC-A act	ARFGAP1 inhibitor	GC-B act	ASAP1 inh	rCAG binder	NR1D1 modulator	mABHD4 FP
Cc1ccc2c(c1)N(CC(=O)NCCCN1CCCC1)C(=O)CO2	-2	4	-0.9	2	-5	-3	-2	0	-4	-3
Cc1cc(/C=N/N2CCN(C)CC2)c(C)n1-c1ccccc1F	-1	3	-1.9	-2	1	-5	-8	-3	7	7
O=C(O)c1cccc(-n2c(O)c(C=C3N=c4ccccc4=N3)sc2=S)c1	1	-3	-1.6	-2	0	-6	1	81*	-3	13
Cc1cc(C)c(C#N)c(SC(F)F)n1	-4	1	0.8	3	3	4	9	-2	-2	4
C[C@H](NC(=O)CC[C@H]1O[C@@H](n2ccc(=O)[nH]c2=O)[C@H](O)[C@@H]1O)C(=O)O	-2	.	0.1	1	6	7	5	3	-1	4
O=C(NC1(C(F)(F)F)NC(=O)N(CCc2ccccc2)C1=O)C1CC1 (configuration not stated)	-2	5	-0.4	4	3	4	-13	1	4	-4
COc1ccc(/C=N/NC(=O)c2[nH]c3ccc(Br)cc3c2-c2ccccc2)c(C(=O)O)c1OC	-2	-22	-0.8	-7	-4	-1	3	62*	-1	-6
O=C(Oc1ccc(F)cc1)N1CCOCC1	-2	-1	1.8	2	-9	1	-2	-5	3	1
COc1cc(CC(=O)OCC(=O)NCC(C)C)cc(OC)c1OC	1	4	-2.0	-3	16	5	-4	-3	3	1
Cc1ccccc1NS(=O)(=O)c1cc(C(=O)Nc2cccc(N(C)S(C)(=O)=O)c2)ccc1C	-3	-22	0.8	5	5	3	6	7	6	-13
O=C(COCc1ccccc1)N[C@@H](Cc1ccc(O)cc1)C(=O)O	-1	-3	0.0	1	7	3	-10	4	-3	-4
O=C(c1ccco1)N1CCCC(c2nc3c(nnn3Cc3ccc(F)cc3)c(=O)[nH]2)C1 (configuration not stated)	0	-5	2.8	14	-14	8	0	2	-4	5
COc1ccc(C(C(=O)NC2CCCC2)N(C(=O)c2snc(C(N)=O)c2N)c2cc(C)ccc2OC)cc1OC (configuration not stated)	-2	5	0.3	-26	9	-11	-7	4	4	-3
C[C@@H](C(=O)NCc1ccccc1)[C@@H]1C[C@@]1(C)[C@@H](NC(=O)OCc1ccccc1)c1ccccc1	-1	-37	-0.4	0	-3	1	-8	0	0	-5
CCN1Cc2nnn(Cc3ccccc3)c2-c2cc(F)ccc2S1(=O)=O	-4	.	.	-7	.	3	.	1	2	-9
O=C(CCCN1C(=O)c2ccccc2C1=O)NCCc1ccc(OC(F)F)cc1	7	0	-3.3	0	-4	0	-11	-2	2	-4
Cc1ccc(S(=O)(=O)N(C)Cc2cc3cc(C)ccc3[nH]c2=O)cc1	-1	-8	17*	2	3	6	-4	1	9	1
COc1cccc(CN(CCC(C)C)S(=O)(=O)c2cc(Br)ccc2Br)c1	-1	-20	0.5	-4	-2	3	0	5	4	-5
O=C(NCc1ccccc1)/C(=C/c1cccc([N+](=O)[O-])c1)NC(=O)c1ccco1	-2	-2	-0.5	0	1	-1	9	-2	1	0
O=C(N[C@H]1CC[C@H](CC(=O)N2CCCCC2)O[C@@H]1CO)c1cccc(F)c1	8.8*	.	-0.6	0	-3	-1	0	1	4	-4
CC1CCCCN1CC(O)COCc1ccc(Cl)cc1 (configuration not stated)	0	-13	-1.7	4	9	-5	4	1	1	-2
COc1ccc(C)cc1Nc1n[n+](C)c(-c2c3ccccc3cc3ccccc23)s1	1	-15	-2.6	-1	5	-11	0	4	-4	9
COc1ccc(CNC(=O)COC(=O)c2ccc(OCC3CCCO3)cc2)cc1 (configuration not stated)	2	1	-3.1	-1	-9	-3	17	3	-1	3
Cc1ccc2c(c1)COc1c3ccc(C(=O)N4CCOCC4)cc3nn1-2	5	-1	-1.9	8	-5	13	-7	-5	-6	4
C/C(=N\Nc1nc2ccccc2c(=O)n1O)c1ccco1	1	17	-1.2	-2	-11	-3	1	7	4	11
C[C@@H]1CN(C(=O)OC(C)(C)C)CCN1c1ccc(N2CC[C@H](O)C2)c(C#N)c1	-5	.	-0.6	-2	8	-1	0	1	1	4
O=C(COC(=O)c1ccc(S(=O)(=O)N2CCCCCC2)cc1)Nc1ccccc1C(F)(F)F	-1	-1	1.3	-2	5	0	4	-1	-9	6
Cc1[nH]c2ccc(CNS(=O)(=O)c3ccc(S(=O)(=O)N4CCOCC4)cc3)cc2c1C	-2	2	-0.1	2	4	7	13	16	1	-5
Cc1noc(C)c1S(=O)(=O)N1CCN(c2ccc(Cl)cc2)CC1	-1	-1	-0.3	-2	-2	-3	13	-3	3	3

Arranged by number of heavy atoms (falling): some entries from above.
SMILES	SMARCA2 activ	HTRA1 inh	PG9 binder	GC-A act	ARFGAP1 inhibitor	GC-B act	ASAP1 inh	rCAG binder	NR1D1 modulator	mABHD4 FP
Cc1cccc(C)c1NC(=O)COC(=O)c1cccc2c1C(=O)c1ccccc1C2=O	-1	6	-3.6	9	1	1	-9	2	1	-2
COc1ccc(CNC(=O)COC(=O)c2ccc(OCC3CCCO3)cc2)cc1 (configuration not stated)	2	1	-3.1	-1	-9	-3	17	3	-1	3
O=C(Oc1ccc(F)cc1)N1CCOCC1	-2	-1	1.8	2	-9	1	-2	-5	3	1

Look-ups from above.
HTRA1 inh with CCN(CC)S(=O)(=O)c1ccc2oc(Nc3ccc(OC)cc3)nc2c1 : -15
SMARCA2 activ with CC(C)CN(C(=O)CSc1nnc2ccccn12)C1CCS(=O)(=O)C1 (configuration not stated) : -1
mABHD4 FP with COc1cc(CC(=O)OCC(=O)NCC(C)C)cc(OC)c1OC : 1
PG9 binder with O=C(CSc1nnc(-c2ccccc2O)o1)Oc1ccc(OCc2ccccc2)cc1 : 8.3
ARFGAP1 inhibitor with O=C(c1ccco1)N1CCCC(c2nc3c(nnn3Cc3ccc(F)cc3)c(=O)[nH]2)C1 (configuration not stated) : -14

Among those listed so far, two contain a cyano group:
SMILES	SMARCA2 activ	HTRA1 inh	PG9 binder	GC-A act	ARFGAP1 inhibitor	GC-B act	ASAP1 inh	rCAG binder	NR1D1 modulator	mABHD4 FP
Cc1cc(C)c(C#N)c(SC(F)F)n1	-4	1	0.8	3	3	4	9	-2	-2	4
C[C@@H]1CN(C(=O)OC(C)(C)C)CCN1c1ccc(N2CC[C@H](O)C2)c(C#N)c1	-5	.	-0.6	-2	8	-1	0	1	1	4
